# From PubChem BioAssay
# RXFP1 agonist = qHTS Assay for Agonists of the Relaxin Receptor RXFP1. Relaxin receptor 1 (Homo sapiens), Q9HBX9. Potency, µM (titrated, usually from 57.5 µM), without a hit: at the top dose activation, most hits filed as activators. HEK293T-RXFP1 cAMP TR-FRET, 30 min; response scale: percent of porcine relaxin response, buffer zero. 370,000 compounds, 0.3% hits; note: potency is the fitted concentration of half-maximal effect; % is set by controls: 0 for no effect and ±100 for the full control effect; nearly all actives have a fitted effect of over 60% in size; many of its hits are not listed in these tables
#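 cAMP rise read by TR-FRET after 30 min, 37C compound exposure (up to 58 uM) in RXFP1-transfected HEK293 cells with Ro 20174 present. EC50 from Hill-equation fits, with 29 nM porcine relaxin as 100% and buffer as basal.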
# TrxR1 substrate = qHTS Assay for Substrates of Mammalian Selenoprotein Thioredoxin Reductase 1 (TrxR1): qHTS | Thioredoxin reductase 1, cytoplasmic (Rattus norvegicus), O89049 | 390,000 compounds, 0.01% hits | purified TrxR1 substrate turnover, NADPH consumption readout | Potency, µM (highest dose often 114 µM), for the others: top-dose activity change, negative = substrate turnover | AID 588456, 2011; note: potency is the fitted concentration of half-maximal effect; % is set by controls: 0 for no effect and ±100 for the full control effect; nearly all actives have a fitted effect of over 50% in size
#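 Rat TrxR1, dispensed at 90 nM, was prereduced with 400 uM NADPH (final) for 5 min at ~22 deg C, then incubated with compound 15 min before 400 uM selenite. A first-read NADPH fluorescence drop versus no-compound background flagged substrates.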
# LDHA inh = qHTS assay for inhibitors of human lactate dehydrogenase; 480,000 compounds, 0.15% hits; activity change, % (values are at about 110 or 230 µM); purified LDHA, NADH/diaphorase-resazurin fluorescence; active compounds read low; L-lactate dehydrogenase A chain (Homo sapiens), P00338; AID 1347041, 2019; in the data active = activity change below about -30%; inconclusive = mostly about -25% to -30%;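 note: plate controls were DMSO wells for no effect and wells without enzyme for full effect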
#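 Remaining NADH was detected by diaphorase (0.133 mg/mL) converting 37 µM resazurin to fluorescent resorufin, read at 0 and 20 minutes. The preceding 5-minute room-temperature reaction used 2 nM LDHA, 0.2 mM sodium pyruvate and 0.06 mM NADH at pH 7.4.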
# Vif-A3F inh = qHTS for Inhibitors of Vif-A3F Interactions: qHTS. 390,000 compounds, 0.2% hits. HeLa A3F-eYFP + Vif (tagged APOBEC3F with the HIV-1 protein that degrades it), YFP fluorescence increase. Potency, µM (highest dose often 46.1 µM), inactives show top-dose activity, negative = active. AID 602313, 2012; note: potency is the fitted concentration of half-maximal effect; % of control where 0% means no effect; nearly all actives have a fitted effect of over 65% in size
#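 HeLa cells stably expressing A3F-eYFP plus Vif, plated and incubated overnight at 37 deg C, then exposed to compounds overnight at 37 deg C. Blocked degradation read as raised yellow fluorescence (Ex 488/Em 500-530).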
# IDH1 R132H inh = qHTS for Inhibitors of mutant isocitrate dehydrogenase 1 (IDH1): qHTS; IDH1-R132H enzyme, NADPH consumption, diaphorase/resazurin fluorescence; AID 602179, 2012; Potency, µM (highest dose often 76.6 µM), without a hit: at the top dose activity change, negative = inhibition, usual class: inhibitors; Isocitrate dehydrogenase [NADP] cytoplasmic (Homo sapiens), O75874; 390,000 compounds, 0.093% hits; note: potency is the fitted concentration of half-maximal effect; % is set by controls: 0 for no effect and ±100 for the full control effect; nearly all actives have a fitted effect of over 65% in size
#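 IDH1-R132H (0.5 ug/mL dispensed) in pH 7.5 Tris buffer was preincubated 30 min with compound, then given a substrate mix of 0.016 mM NADPH and 2 mM alpha-KG for 80 min at room temperature; remaining NADPH was read by diaphorase/resazurin fluorescence.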
# Glioma ERSR ind = qHTS for Inducers of the Endoplasmic Reticulum Stress Response (ERSR) in Human Glioma: qHTS. U87-MG GRP78 promoter luciferase reporter, 16 h. Potency, µM, for the others: at the highest dose activation, actives largely listed as activators. 420,000 compounds, 0.02% hits. AID 602332, 2012; note: potency is the fitted concentration of half-maximal effect; series mostly up to about 76 µM; % of control where 0% means no effect; nearly all actives have a fitted effect of over 35% in size
#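 Stably transfected U87-MG glioma cells carrying a GRP78-based luciferase sensor; 16 h compound incubation. Luminescence end-point read 10 min after Bright-Glo addition at room temperature.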
# PI4K2A block = qHTS for small molecular inhibitors of PI4K2A; Phosphatidylinositol 4-kinase type 2-alpha (Homo sapiens), Q9BTU6; activity change, negative = inhibition, % at 76.9 µM; 420,000 compounds, 0.13% hits; purified PI4K2A, ADP-Glo luminescence, 1 h; active compounds read low; AID 1346378, 2018; in the data active = activity change below about -50%; inconclusive = mostly about -30% to -49%;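 note: -100% = wells without enzyme as full effect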
#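 PI4K2A activity was measured by ADP-Glo luminescence: enzyme (4 ug/mL stock) and phosphatidylinositol (1.2 mM stock) in Tris pH 7.5/MgCl2/EGTA/Triton X-100 buffer were reacted with ATP (300 microM stock) for one hour at ambient temperature.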
# Vif-APOBEC3G blk = qHTS for Inhibitors of Vif-A3G Interactions: qHTS; DNA dC->dU-editing enzyme APOBEC-3G (Homo sapiens), Q9HC16; Potency, µM (series often up to 46.1 µM), for the others: top-dose activity, negative = active, hits mostly inhibitors; 410,000 compounds, 0.076% hits; HeLa A3G-eYFP + Vif (tagged APOBEC3G with the HIV-1 protein that degrades it), YFP fluorescence, overnight;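 note: potency is the fitted concentration of half-maximal effect; % is set by controls: 0 for no effect and ±100 for the full control effect; nearly all actives have a fitted effect of over 60% in size; hits raise eYFP signal because A3G escapes Vif-driven loss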
#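 Read-out is eYFP fluorescence (Ex 488/Em 500-530) from Vif-expressing HeLa A3G-eYFP cells; more signal means A3G escaped Vif-mediated degradation. Cells plated overnight, compound pinned in, incubated overnight at 37 deg C.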
# USP1-UAF1 inh = Inhibitors of USP1/UAF1: Primary Screen | Ubiquitin carboxyl-terminal hydrolase 1 (Homo sapiens), O94782 | Potency, µM (series often up to 57.1 µM), without a hit: top-dose activity change, negative = inhibition, usual class: inhibitors | recombinant USP1/UAF1, Ub-Rhodamine cleavage fluorescence | 390,000 compounds, 0.23% hits; note: potency is the fitted concentration of half-maximal effect; % is set by controls: 0 for no effect and ±100 for the full control effect; nearly all actives have a fitted effect of over 60% in size; inactives centre near -12
# Target sequence (O94782 whole entry, looked up): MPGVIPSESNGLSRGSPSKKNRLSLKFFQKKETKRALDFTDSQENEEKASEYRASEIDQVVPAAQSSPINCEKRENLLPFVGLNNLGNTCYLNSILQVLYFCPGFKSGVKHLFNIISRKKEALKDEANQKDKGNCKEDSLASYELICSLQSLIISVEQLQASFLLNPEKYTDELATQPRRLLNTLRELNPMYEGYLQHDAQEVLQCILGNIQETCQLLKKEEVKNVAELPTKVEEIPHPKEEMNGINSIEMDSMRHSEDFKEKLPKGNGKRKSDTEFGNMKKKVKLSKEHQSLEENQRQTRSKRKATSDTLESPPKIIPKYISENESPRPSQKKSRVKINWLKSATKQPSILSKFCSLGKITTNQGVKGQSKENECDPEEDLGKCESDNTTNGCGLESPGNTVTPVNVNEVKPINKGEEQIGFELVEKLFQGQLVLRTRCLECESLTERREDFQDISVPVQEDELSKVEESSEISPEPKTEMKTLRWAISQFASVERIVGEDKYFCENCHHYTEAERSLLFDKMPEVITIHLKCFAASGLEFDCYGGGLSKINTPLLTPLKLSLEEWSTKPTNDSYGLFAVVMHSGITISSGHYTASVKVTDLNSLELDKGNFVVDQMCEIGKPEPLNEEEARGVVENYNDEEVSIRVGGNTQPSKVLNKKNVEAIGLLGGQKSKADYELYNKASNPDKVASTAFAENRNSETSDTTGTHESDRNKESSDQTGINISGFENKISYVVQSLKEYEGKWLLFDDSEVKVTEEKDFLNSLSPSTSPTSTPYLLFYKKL
#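 Step one: compound is pinned into 1nM USP1/UAF1 in HEPES pH 7.8 buffer with TCEP. Step two: 15 min room-temperature incubation. Step three: Ub-Rho (150nM final) starts cleavage, tracked by fluorescence over six one-minute reads.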
# * marks the source's active call; other numbers are inactive results; ? = inconclusive; / = not tested or not shown; [ ] = another dose, or the depositor's remark. Unless noted, calls come from the whole dose curve; as a rule, active = well fitted curve in the direction sought with a large enough effect; inconclusive = small, poorly fitted or top-dose-only effect, or another doubt; inactive = no such curve, though single readings can be large; an effect the other way counts as inactive or inconclusive. This is a subset (hit frequency here may not be typical).
SMILES,RXFP1 agonist,TrxR1 substrate,LDHA inh,Vif-A3F inh,IDH1 R132H inh,Glioma ERSR ind,PI4K2A block,Vif-APOBEC3G blk,USP1-UAF1 inh
COCCNC(=O)c1ccc(N2CC3CC(C2)c2cccc(=O)n2C3)c(NC(=O)c2c(F)cccc2F)c1 (stereo not drawn),0.9%,7%,-1,-1%,15%,-5%,0,0%,-24%
CC(C)(C)NC(=O)C(c1ccco1)N(C(=O)Cn1nnc(-c2ccc(F)cc2)n1)c1ccccc1 (stereo not drawn),/,0%,0,-9%,13%,-2%,1,5%,-2%
CCCCCN(C(=O)CCC(=O)OCC(=O)N(C)c1ccccc1)c1c(N)n(CCCC)c(=O)[nH]c1=O,1.6%,2%,-4,-6%,-2%,-3%,0,-4%,-10%
Clc1ccc(-c2noc3ncnc(NCCc4ccccc4)c23)cc1,1.1%,2%,3,2%,6%,-5%,0,0%,-29%
NS(=O)(=O)c1ccc(CCNC(=O)Cn2c(=O)c3cccn3c3cccnc32)cc1,1.7%,-1%,-19,-4%,-2%,-5%,-4,-1%,-5%
O=C(NC12CC3CC(CC(C3)C1)C2)C1=COCCO1,0.1%,-5%,-2,4%,0%,-2%,-21,1%,-2%
COc1ccc(OC)c2c1CCC1(C2)NC(=O)NC1=O (stereo not drawn),/,/,7,/,/,-3%,-2,-1%,/
CC1(OC(=O)CCc2ccccc2)C(=O)C=C2C=C(c3ccc(C#N)cc3)N(C3CCCC3)C=C2C1=O (stereo not drawn),-2.3%,-14%,-9,2%,5%,-3%,-3,-1%,?
CCCCN1C(=N)N([C@@H](C)CN2CCC[C@H]2CN2C(N)=NC[C@@H]2Cc2ccccc2)C[C@H]1[C@H](C)CC,/,4%,-10,7%,0%,-3%,-1,-1%,-28%
Cc1ccnc(NC(=O)c2cc(S(=O)(=O)NCc3ccccc3)ccc2C)c1,0.5%,-6%,5,1%,-8%,0%,-3,0%,-19%
COCCN(C(=O)CSc1n[nH]c(-c2ccc(OC)cc2)n1)c1c(N)n(Cc2ccccc2)c(=O)[nH]c1=O,0.0%,-1%,-1,?,0%,-4%,5,-20%,-5%
CN(C)/C=C1/C(=O)Nc2ccccc21,-5.1%,-9%,7,0%,-5%,0%,-3,-1%,-8%
CCC(=O)N1CCc2cc(CNC(=O)c3cccc(N(C)C)c3)ccc21,3.2%,-12%[57.1 µM],0,4%,-6%,-3%,4,-3%,-19%
C[C@@H]1CN([C@@H](C)CO)C(=O)c2cc(NS(C)(=O)=O)ccc2O[C@@H](C)CCCCO[C@H]1CN(C)Cc1ccc2c(c1)OCO2,/,/,-3,8%,-5%,3%,-4,-6%,?
COc1ccccc1NS(=O)(=O)c1cc(NC(=O)C(C)(C)C)ccc1N1CCOCC1,0.7%,-10%,-3,-10%,3%,-1%,1,0%,-21%
C[C@H](CO)N1C[C@H](C)[C@@H](CN(C)C(=O)Nc2ccc(C(F)(F)F)cc2)Oc2ccc(NS(=O)(=O)c3cccs3)cc2C1=O,/,5%[57.1 µM],-4,11%,-7%,4%,2,-5%,-12%
O=C(Cn1nnc(-c2ccc(F)cc2)n1)OCC(=O)c1ccccc1,-2.7%,0%,-6,-6%,7%,0%,-3,0%,-12%
O=C(N=C1N=C2C=CC=CN2Cc2ccccc21)c1ccc(S(=O)(=O)N2CCOCC2)cc1,2.9%,1%,-2,-1%,6%,15%,-4,2%,-16%
CC(C)(C)c1ccc(-c2nnc(NC(=O)c3ccccc3)s2)cc1,?,10%,2,-1%,-4%,6%,-1,-1%,-9%
COc1ccccc1CC(=O)Nc1cc(C)ccn1,1.7%,-11%,-3,6%,11%,0%,-1,0%,-23%

# Compounds shown so far containing fluorine (4):
SMILES,RXFP1 agonist,TrxR1 substrate,LDHA inh,Vif-A3F inh,IDH1 R132H inh,Glioma ERSR ind,PI4K2A block,Vif-APOBEC3G blk,USP1-UAF1 inh
COCCNC(=O)c1ccc(N2CC3CC(C2)c2cccc(=O)n2C3)c(NC(=O)c2c(F)cccc2F)c1 (stereo not drawn),0.9%,7%,-1,-1%,15%,-5%,0,0%,-24%
CC(C)(C)NC(=O)C(c1ccco1)N(C(=O)Cn1nnc(-c2ccc(F)cc2)n1)c1ccccc1 (stereo not drawn),/,0%,0,-9%,13%,-2%,1,5%,-2%
C[C@H](CO)N1C[C@H](C)[C@@H](CN(C)C(=O)Nc2ccc(C(F)(F)F)cc2)Oc2ccc(NS(=O)(=O)c3cccs3)cc2C1=O,/,5%[57.1 µM],-4,11%,-7%,4%,2,-5%,-12%
O=C(Cn1nnc(-c2ccc(F)cc2)n1)OCC(=O)c1ccccc1,-2.7%,0%,-6,-6%,7%,0%,-3,0%,-12%

# Whole records from above. Order of screens: RXFP1 agonist | TrxR1 substrate | LDHA inh | Vif-A3F inh | IDH1 R132H inh | Glioma ERSR ind | PI4K2A block | Vif-APOBEC3G blk | USP1-UAF1 inh
# `COc1ccccc1CC(=O)Nc1cc(C)ccn1` reads 1.7% | -11% | -3 | 6% | 11% | 0% | -1 | 0% | -23%
# `O=C(Cn1nnc(-c2ccc(F)cc2)n1)OCC(=O)c1ccccc1` reads -2.7% | 0% | -6 | -6% | 7% | 0% | -3 | 0% | -12%

# The list goes on.
SMILES,RXFP1 agonist,TrxR1 substrate,LDHA inh,Vif-A3F inh,IDH1 R132H inh,Glioma ERSR ind,PI4K2A block,Vif-APOBEC3G blk,USP1-UAF1 inh
O=C(N/N=C/c1ccc(Cl)cc1Cl)C(=O)NC1CC1,0.8%,-2%,-10,22%,3%,-2%,1,5%,-17%
O=C(Cn1cc(S(=O)(=O)Cc2ccccc2)c2ccccc21)Nc1ccccc1,3.2%,-12%,3,6%,2%,-1%,2,0%,-5%
COc1ccc(CN2CC[C@@H]3CN(C(C)=O)[C@H](c4ccccc4Br)C[C@@H]32)cc1,/,/,0,/,/,-3%,0,-3%,/
C=CCN(CC=C)Cc1cc(=O)oc2ccc3ccccc3c12,/,/,-1,/,/,-7%,1,?,/
CCOc1ccc(C(=S)NC2CCCCC2)cc1,-1.1%,5%[57.1 µM],1,0%,9%,3%,3,-1%,-10%
COc1ccc(Nc2c(-c3ccc(OC)cc3)nc3cnccn23)cc1,0.9%,-2%,-1,-13%,-2%,-4%,4,-13%,-12%
Cc1cc(C)cc(NC(=O)c2ccc3c(c2)CCN3S(C)(=O)=O)c1,-0.1%,-12%,-4,3%,3%,4%,2,1%,-13%
Cc1cc(Cl)ccc1Oc1nc(-c2ccccc2)ncc1S(C)(=O)=O,9.4%,6%[57.1 µM],-3,-10%,0%,0%,10,-1%,3%
Cc1ccc(C)c(NC(=O)CSc2n[nH]c(-c3ccncc3)n2)c1,4.7%,7%[57.1 µM],-5,2%,1%,-2%,-4,0%,-4%
Cn1c(-c2ccccc2)cc2onc(-c3ccccc3)c2c1=O,0.6%,0%,1,9%,-8%,-9%,0,4%,-14%
O=C(Nc1ncc(Cc2ccc(F)cc2)s1)c1ccc2c(c1)CC(c1ccccc1)OC2=O (stereo not drawn),0.2%,2%,-3,0%,-16%,-3%,0,1%,0%
O=c1cc(NCc2ccco2)c2ccccc2o1,-0.8%,-3%,-3,-1%,1%,0%,-9,-6%,5%
CCOc1ccc(CCNC(=O)C2CCN(S(=O)(=O)N3CC(C)CC(C)C3)CC2)cc1OCC (stereo not drawn),-4.2%,-3%,-4,2%,15%,-7%,7,2%,-15%
Nc1nc(N)c2cc([N+](=O)[O-])ccc2n1,/,-11%,-30*,9%,1%,0%,6,2%,-8%
CN(Cc1ccccc1OCCO)CC1CCCN(CCc2ccc(Cl)cc2)C1 (stereo not drawn),0.4%,5%[2.29 µM],-8,7%,-4%,-3%,-6,-1%,3%
S=c1[nH]cc(-c2ccccc2)[nH]1,2.4%,78%[activator],1,10%,2%,-1%,-2,1%,-15%
O=C(O)CSCCc1ccccn1,0.5%,11%[57.1 µM],-6,-9%,0%,-5%,-11,1%,-19%
COc1cc(NC(=O)CN2C(=O)C(c3ccccc3)=NC23CCCCCC3)cc(OC)c1,-0.9%,-9%,2,5%,5%,-2%,0,-2%,-3%
Cc1cccc(NC(=O)C2CCCN(S(=O)(=O)c3ccc(Br)s3)C2)c1 (stereo not drawn),5.1%,-6%,-1,-1%,-4%,-2%,1,0%,-20%
COc1ccc(CCNC(=O)c2ccnc(C(C)(C)C)c2)cc1OC,/,-3%,-8,1%,4%,-3%,-1,1%,-6%
